GLD-1 RNA inh – GLD-1-TGE RNA interaction inhibition (C. elegans) | purified GLD-1 + fluorescein TGE RNA, fluorescence polarization | 0.44% of 320,000 active | Q17339 | inhibition, % at 5.96 µM | AID 2280;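 active = percent inhibition above a per-plate cutoff, the plate mean of test compounds plus 3 SD, cut at about 30% in these data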;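 also: 0% = DMSO wells with GLD-1 and probe and 100% = wells lacking GLD-1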
MCL1 BIM primary – MCL1-BIM-BH3 interaction inhibition (human) | inhibition, % at 10.9 µM | Q07820 | 0.68% of 320,000 active | GST-MCL1 / FITC-Bim-BH3 fluorescence polarization;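 active = inhibition above the mean inhibition of all tested compounds plus 3 SD, set per campaign, cut at about 40% in these data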;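 also: 0% = DMSO wells and 100% = unlabeled Bim-BH3 peptide control; higher means more loss of mP so more displacement of Bim peptide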
Efflux pump inh – blocks antifungal efflux pumps in multiplex yeast assay | AID 485275 | inhibition, % at 10 µM | 0.44% of 330,000 active | S. cerevisiae Candida pump triplex, Nile Red efflux;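 active = plate passing quality check with inhibition over a set limit, or well fluorescence over plate mean plus 4 SD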;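 also: Nile Red retained in pooled yeast measured as flow cytometry median fluorescence; 0% = buffer negative control and 100% = Enniatin B positive control; higher means more Nile Red kept so more efflux inhibition; some compounds called inactive have numbers as strong as hits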
VLA-4 inh – inhibition in a human VLA-4 binding assay. P13612. VLA-4 expressing cells, ligand binding flow cytometry. inhibition, % (about 7 µM as worked out from the volumes in the protocol). 0.2% of 330,000 active. AID 2557; in the data active = inhibition above about 50%
Fam108B inh – Fam108B inhibition, counter-screen for RBBP9 inhibitors; inhibition, % at 9.51 µM; recombinant Fam108B, FP-Rh probe fluorescence polarization; 0.33% of 300,000 active; AID 1947;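 active = inhibition above the screen mean inhibition plus 3 SD, computed separately per campaign, cut at about 18% in these data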;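 also: inhibitors lower polarization as less probe binds the enzyme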
GRK2 inh – inhibitors of human GRK2 displacing RNA aptamer. P25098. bead flow cytometry, FAM-aptamer displacement from GRK2. inhibition of aptamer binding, % at 10 µM. 0.59% of 330,000 active;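 active = inhibition of aptamer binding above 40%, roughly 3 SD of noise, on plates passing a quality check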;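 also: median bead fluorescence of bound FAM aptamer so fluorescent compounds give negative values; no value below 0 was filed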
Target sequence (P25098 whole entry, looked up): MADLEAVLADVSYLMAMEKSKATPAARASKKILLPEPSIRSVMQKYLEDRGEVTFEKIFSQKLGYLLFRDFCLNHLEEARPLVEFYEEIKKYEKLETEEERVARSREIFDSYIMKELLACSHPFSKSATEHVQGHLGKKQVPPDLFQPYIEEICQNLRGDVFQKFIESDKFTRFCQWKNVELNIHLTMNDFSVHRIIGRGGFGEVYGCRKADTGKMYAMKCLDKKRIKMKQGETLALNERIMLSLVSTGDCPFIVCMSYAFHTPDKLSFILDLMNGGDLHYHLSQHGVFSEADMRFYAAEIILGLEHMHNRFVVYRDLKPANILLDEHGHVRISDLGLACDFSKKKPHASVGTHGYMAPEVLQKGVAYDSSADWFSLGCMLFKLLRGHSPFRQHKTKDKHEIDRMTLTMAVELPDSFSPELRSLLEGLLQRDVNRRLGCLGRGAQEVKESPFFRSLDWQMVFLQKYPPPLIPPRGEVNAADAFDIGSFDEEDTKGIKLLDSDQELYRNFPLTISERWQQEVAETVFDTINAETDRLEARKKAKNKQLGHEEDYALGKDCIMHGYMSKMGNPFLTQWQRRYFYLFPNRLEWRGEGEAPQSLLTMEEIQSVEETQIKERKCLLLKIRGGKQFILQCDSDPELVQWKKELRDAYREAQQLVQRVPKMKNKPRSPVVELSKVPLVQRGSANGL
PME-1 primary – blocks human protein phosphatase methylesterase 1 | Q9Y570 | recombinant PME-1, FP-Rh probe fluorescence polarization | inhibition, % at 5.9 µM | 0.53% of 320,000 active;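 active = inhibition above the campaign mean of all compounds plus 3 SD, cut at about 26% in these data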;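 also: competitive labeling of PME-1 active site by serine hydrolase directed probe; 0% = PME-1 with DMSO and 100% = wells lacking PME-1 enzyme; inhibitors block probe labeling so polarization falls and inhibition rises; many of its hits are not listed in these tables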
Target sequence (Q9Y570 whole entry, looked up): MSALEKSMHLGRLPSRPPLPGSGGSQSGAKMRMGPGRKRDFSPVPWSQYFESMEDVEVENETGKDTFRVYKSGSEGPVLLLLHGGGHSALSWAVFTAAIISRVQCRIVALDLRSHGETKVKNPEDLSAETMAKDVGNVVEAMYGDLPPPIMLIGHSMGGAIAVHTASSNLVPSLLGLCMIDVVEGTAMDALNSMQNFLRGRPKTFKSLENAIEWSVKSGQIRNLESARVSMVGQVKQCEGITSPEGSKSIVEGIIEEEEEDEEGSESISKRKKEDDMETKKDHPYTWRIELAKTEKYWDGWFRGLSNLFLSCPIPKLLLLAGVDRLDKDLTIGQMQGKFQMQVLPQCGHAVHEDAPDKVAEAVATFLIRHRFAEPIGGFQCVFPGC
Bcl-xL primary – Bcl-xL (human) inhibition. GST-Bcl-xL / FITC-Bim BH3 peptide fluorescence polarization. inhibition, % at 10.9 µM. 0.7% of 320,000 active;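 active = inhibition above the mean of all tested compounds plus 3 SD, cutoff set per campaign, cut at about 30% in these data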;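 also: 0% = DMSO wells and 100% = unlabeled Bim-BH3 peptide competitor; inhibitors lower millipolarization by displacing the labeled peptide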
MEX-5 binding – C. elegans MEX-5 TCR-2 RNA binding activity; Q9XUB2; MEX-5/FITC-TCR2 RNA binding, fluorescence polarization; hits give low values; activity score (negative = inhibition of binding), % at 10 µM; 0.38% of 300,000 active;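 active = inhibition past about -25% in most replicates, and total fluorescence under double the plate's negative control median, limit read from the data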;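 also: 0% = DMSO and -100% = 5 µM competing unlabeled TCR2 RNA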
* = called active by the depositor; . = not tested or not shown. The list is partial; rates above refer to the full screens.

SMILES	GLD-1 RNA inh	MCL1 BIM primary	Efflux pump inh	VLA-4 inh	Fam108B inh	GRK2 inh	PME-1 primary	Bcl-xL primary	MEX-5 binding
COc1ccc(CCN(C)C(=O)C2CCN(C(=O)Nc3ccccc3)CC2)cc1OC	10	1	-0.1	-1	-1	3	2	2	2.7
CC(=O)c1ccc(NC(=O)C(C)Sc2nnnn2C)cc1 (stereo not given)	4	0	-0.3	-9	0	0	0	2	1.0
CC(C)c1ccc(OCC(=O)Nc2c3c(nn2C(C)(C)C)CS(=O)(=O)C3)cc1	1	-9	0.6	38	0	13	5	-2	2.1
O=[N+]([O-])c1ccc(OCC2CC(c3ccccc3)=NO2)cc1 (stereo not given)	4	-2	-0.1	-22	-1	3	0	3	-0.9
COc1ccc(-n2c(Cc3cccn3C)nnc2SCC(=O)Nc2ccccc2)cc1	-1	-2	0.5	2	-7	1	-2	8	-0.1
COc1ccccc1CNS(=O)(=O)c1c(C(=O)N2CCCCCC2)c(C)n(C)c1C	10	8	0.0	8	-1	0	1	4	1.3
CCCC(=O)Nc1sc2c(c1C(=O)OC)C(C(=O)OC)CC2 (stereo not given)	11	4	0.0	-5	-4	0	-6	3	-0.6
Cc1c(C(=O)Nc2cc(F)cc(F)c2)cnn1-c1ccccc1	3	1	-0.2	1	-2	0	-10	1	-1.8
O=C(O)C1CCCN1c1ncnc2ccccc12 (stereo not given)	-3	3	-0.1	4	0	0	0	2	1.0
CC(C)C[C@H](NC(=O)N1CCn2c1nc1ccccc12)C(=O)NCc1ccc2c(c1)OCO2	5	-5	-0.1	1	2	0	-4	0	0.7
CC(C)NC(=O)c1cc2cc(Br)ccc2oc1=O	-1	-4	0.1	-24	-7	2	-3	3	0.2
Cc1cc[n+](C(C)C(=O)c2ccc(Cl)cc2)cc1 (stereo not given)	-1	9	-0.1	7	-2	0	-5	4	0.8
Nc1ccc(N2CCN(c3ccc(F)cc3)CC2)cc1	-10	13	-0.1	2	8	2	0	13	1.7
O=C(CSc1nnc(Cn2nnc(-c3ccccc3)n2)n1-c1ccccc1)Nc1ccc(F)cc1	0	7	0.0	13	1	2	4	6	-1.8
CCc1nnc(NC(=O)c2c(OC)cccc2OC)s1	1	-1	0.0	12	-5	2	-4	-2	-0.4
COc1ccc(C2=NN(Cc3ccccc3)C3C(=O)NC(=O)C23)cc1 (stereo not given)	4	8	0.2	11	0	0	8	0	2.3
CCOc1cc(N2CCOCC2)c(OCC)cc1NC(=O)COc1cccc2cccnc12	-8	9	0.0	5	7	0	17	7	-2.5
CCOC(=O)c1cccc2c1-c1ccccc1/C2=N/O	12	2	0.2	7	-5	0	-23	2	-0.6
COCCCNC(=O)Nc1ccc(Br)cc1Cl	3	-3	-0.2	-1	2	2	1	-3	-0.6
Nc1ccc(C(=O)Nc2ccc(Nc3ccncc3)cc2)cc1	0	5	0.0	9	6	0	-5	6	-6.2
CC(=O)NC(Cc1c[nH]c2ccccc12)C(=O)NCc1ccc2c(c1)OCO2 (stereo not given)	5	8	-0.1	2	-5	4	3	1	0.4
O=C1CCCN1CC(O)CS(=O)(=O)Cc1ccc(Cl)c(Cl)c1 (stereo not given)	4	-1	0.1	17	-5	3	-5	-2	1.9
Cc1ccccc1-n1c(Cn2c(=O)sc3ccccc32)nnc1SCC(N)=O	-6	0	-0.1	-17	3	3	-7	-3	1.1
Cc1ccc(C(=O)/C=C/Nc2ccccc2C(N)=O)cc1	-3	-13	0.0	19	8	3	-1	-3	-0.9
COc1cccc(/C=N/Nc2ccnc(=O)[nH]2)c1O	2	0	-0.1	-3	0	0	2	3	-1.0
Cc1ccc(S(=O)(=O)N(C)c2ccc(C(=O)Nc3c(C)n(C)n(-c4ccccc4)c3=O)cc2)cc1	-2	3	-0.1	16	1	0	-3	5	-1.8
CC1CCCCC1NCC#CCOc1ccc(Cl)cc1 (stereo not given)	-8	-5	0.0	21	-2	0	6	1	2.4
O=C(Nc1ccc(F)cc1)/C(=C1/CCCCCN1)[N+](=O)[O-]	2	-4	0.0	10	3	1	3	0	-0.3
Cc1nc(Nc2cccc(C(F)(F)F)c2)nc2c1C(=O)CC(C)C2 (stereo not given)	1	2	-0.2	-4	-1	0	-1	1	0.4
Cc1nn(-c2ccc(F)cc2)c(C)c1NS(=O)(=O)c1ccc2ccccc2c1	6	3	0.1	0	0	3	5	2	0.5

Of the compounds above, these contain an NH in an aromatic ring.
SMILES	GLD-1 RNA inh	MCL1 BIM primary	Efflux pump inh	VLA-4 inh	Fam108B inh	GRK2 inh	PME-1 primary	Bcl-xL primary	MEX-5 binding
CC(=O)NC(Cc1c[nH]c2ccccc12)C(=O)NCc1ccc2c(c1)OCO2 (stereo not given)	5	8	-0.1	2	-5	4	3	1	0.4
COc1cccc(/C=N/Nc2ccnc(=O)[nH]2)c1O	2	0	-0.1	-3	0	0	2	3	-1.0

(more compounds)
SMILES	GLD-1 RNA inh	MCL1 BIM primary	Efflux pump inh	VLA-4 inh	Fam108B inh	GRK2 inh	PME-1 primary	Bcl-xL primary	MEX-5 binding
O=C(NCc1ccccc1)c1onc(CS(=O)(=O)c2ccc(Cl)cc2)c1C(=O)NCc1ccccc1	1	-18	0.0	-6	-1	0	-2	6	-3.0
CC(C)C(=O)Nc1cccc(-c2csc(-c3ccccc3)n2)c1	5	4	0.0	6	-3	0	-11	3	1.9
CC1CCN(C(=O)CCNS(=O)(=O)c2ccc(Cl)cc2)CC1	-3	9	-0.1	16	-3	0	0	10	-0.4
O=C(Nc1cc(S(=O)(=O)N2CCOCC2)ccc1N1CCCC1)c1ccc(F)cc1	6	6	0.1	29	.	2	-8	14	.
Nc1nc(SCC(=O)NC2CCCC2)[nH]c(=O)c1NC(=O)c1cccs1	3	8	-0.1	4	2	0	2	6	.
COc1ccc(CN=CC2=C(O)CNC2=O)cc1	2	2	-0.1	3	6	0	6	2	1.9
CCOC(=O)c1sc2ncn(CC(=O)NCC3CCCO3)c(=O)c2c1C (stereo not given)	-12	-6	0.1	11	3	0	2	4	2.3
O=C(Nc1ccc(Cl)c(C(F)(F)F)c1)[C@@H]1CC=C[C@@H]2CCN(Cc3ccc(Cl)c(Cl)c3)C(=O)[C@@H]21	6	5	.	.	-22	.	-48	4	2.2
Cc1nc(-c2cccc(NS(=O)(=O)c3ccc4ccccc4c3)c2)cs1	1	4	0.1	4	-2	0	6	2	-8.5
O=C1C2CC=CCC2C(=O)N1c1ccc(Cc2ccncc2)cc1 (stereo not given)	9	1	-0.2	5	2	0	4	8	-5.8
COc1ccc(/C(O)=C2/C(=O)C(=O)N(c3nc(C)c(C)s3)C2c2ccco2)cc1 (stereo not given)	1	6	0.1	0	3	2	-4	5	0.2
O=c1ccnc(S/C=C/c2ccccc2)[nH]1	2	4	-0.2	8	1	1	4	0	-2.4
O=C(CNC(=O)c1cccc(Br)c1)N/N=C/c1cn[nH]c1-c1ccccc1	-2	6	-0.1	30	-2	0	-6	2	0.1
Cc1cc(/C=N/n2cnnc2)c(C)n1-c1ccc(Cl)cc1Cl	-2	1	-0.1	0	6	2	3	0	-0.1
CCN(CC)S(=O)(=O)c1cccc(C(=O)OCC(=O)c2ccc3c(c2)OCCO3)c1	4	-2	0.2	-8	-2	0	-1	0	1.9
Cc1ccc(-c2csc(NC(=O)c3ccccc3F)c2C(=O)O)cc1	-4	4	0.4	-6	-2	12	-9	11	0.1
O=C(COc1ccc(S(=O)(=O)NC2CCCCC2)cc1Cl)NCC1CCCO1 (stereo not given)	3	7	-0.1	-6	0	2	1	5	0.5
COc1ccc(OC)c(NC(=O)N2CCCC(C)C2)c1 (stereo not given)	7	-3	0.0	7	-1	2	-3	4	0.7
CCOC(=O)c1cc([N+](=O)[O-])c([N+](=O)[O-])cc1NC(C)=O	7	7	-0.1	9	7	2	14	4	-0.8
CC(Oc1cccc2cccnc12)C(=O)N/N=C/c1ccccc1 (stereo not given)	1	4	-0.2	12	2	0	10	3	-4.9
O=C(CCNC(=O)c1ccc([N+](=O)[O-])cc1)Nc1cccc(S(=O)(=O)N2CCCCC2)c1	-2	-7	0.1	4	0	0	7	-5	-0.8
O=C(O)CC(c1ccc(Cl)cc1)N1Cc2ccccc2C1=O (stereo not given)	2	-4	0.6	-7	5	2	0	1	0.7
O=C(O)CNS(=O)(=O)Cc1ccccc1	-1	3	0.1	-4	-6	0	1	4	-1.3
COc1ccc(Oc2nc(C)nc3c2oc2ccccc23)cc1	-3	10	0.2	-6	-6	13	-1	5	1.7
CC(C)CC(c1nnnn1C1CCCC1)N1CCN(C(=O)c2ccco2)CC1 (stereo not given)	0	3	0.0	12	-1	2	5	14	1.0
CCc1nc(SCC(=O)NCc2ccco2)c2c3c(sc2n1)CCCC3	-7	-1	0.2	-13	-3	0	4	0	1.0
CN(C)S(=O)(=O)N1CCc2ccc(NC(=O)c3ccc(C(F)(F)F)cc3)cc2C1	-5	2	0.3	1	-2	3	-2	2	1.7
CCN(CC)c1cc(C)c(C#N)c2nc3ccccc3n12	1	8	-0.1	-6	1	4	0	3	-2.5
O=C(COc1ccc2ccc(=O)oc2c1)N1CCN(c2ccccc2)CC1	-8	2	0.1	2	1	1	1	0	1.3
Cc1cc(C)n(-c2ccc(C(=O)OCC(=O)Nc3ccccc3F)cc2)n1	6	.	-0.1	-2	.	2	.	.	.
CCS(=O)(=O)CCn1c([N+](=O)[O-])cnc1C	3	2	0.1	-6	4	2	-5	8	-1.9
Cc1noc(C)c1CSc1ccc(Br)cc1	9	6	-0.1	-8	1	2	1	4	-3.8
COc1ccc(N=Nc2cc(C)c(O)c(CN3CCCCC3)c2)cc1	2	9	0.3	2	1	0	-7	1	-4.5
CCOC(=O)CNC(=O)c1cccnc1	4	-3	-0.1	-1	-3	2	2	7	2.8
C/C(=N\O)C(=O)OC1CC(C)CCC1C(C)C (stereo not given)	0	2	-0.1	5	-1	1	0	1	-1.9
Cc1cc(OCC(=O)NN2C(=O)c3ccccc3C2=O)ccc1Cl	4	10	-0.1	-4	-3	2	1	6	0.7
O=C(CSCC(=O)N1CCCCC1)Nc1nc(-c2ccc(Cl)s2)cs1	10	2	-0.1	-7	2	1	-2	1	-0.4
CS(=O)(=O)Nc1cccc(C2=NN(C(=O)c3cccc([N+](=O)[O-])c3)C(c3cccs3)C2)c1 (stereo not given)	-27	-23	0.5	10	1	5	8	-16	-3.9
Cc1ccc(OCc2cc(C(=O)NC3CCc4ccccc43)no2)cn1 (stereo not given)	.	.	0.0	0	.	0	.	.	1.2
CN1C(=O)CSc2ccc(NC(=O)N3CCC(N4CCCCC4)CC3)cc21	-1	0	0.0	-1	-3	0	3	7	-0.6
O=C(N/N=C/c1cccnc1)c1ccc2c(c1)OCCO2	-8	-3	0.1	2	-3	0	-1	4	-2.5
O=C(O)CCC(=O)Nc1ccc(OCC2CCCO2)cc1 (stereo not given)	4	6	-0.1	15	0	1	4	7	2.0
Cc1csc(NC(=O)c2ccccc2[N+](=O)[O-])n1	4	0	0.0	-1	-1	0	1	4	0.0
Cn1cccc1C(=O)OCC(=O)N1c2ccccc2NC(=O)C1(C)C	-1	6	-0.2	10	3	0	10	-3	0.4
CCC1=NN(C(=O)Cc2ccccc2)C(O)(c2ccncc2)C1 (stereo not given)	7	-23	-0.2	-8	1	0	-3	-14	-0.3
Cc1cc(NC(=S)NC(=O)/C=C/c2ccc(S(=O)(=O)N3CCOCC3)cc2)ccc1Br	3	8	0.1	6	-8	3	2	0	0.1

Assay outcomes from PubChem BioAssay.
